# IL-1B inflam inh = inhibitors of inflammasome signaling (IL-1 beta secretion); hit rate 4.7% among 360,000; THP-1 LPS/ATP IL-1B secretion, AlphaLISA, 16 h; hits give low values; AID 743279; activity change, % at 57.5 µM; in the data active = activity change below about -50%; inconclusive = mostly about -30% to -49%; note: % is set by controls: 0 for no effect and ±100 for the full control effect
#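 THP-1 cells pretreated 1 hr with compounds (up to 57.5 uM final), then stimulated with LPS (250 ng/mL final) plus ATP (1.25 mM final); secreted IL-1B measured by AlphaLISA after 16 hr, decreased signal indicating inhibition.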
# HT1080 IDH1KD tx = kills HT-1080 cells with IDH1 knockdown | HT-1080 IDH1 knockdown viability, ATP luminescence, 48 h | Potency, µM (doses to about 46.1 µM), inactives show at the top dose activity, negative = toxicity, actives largely listed as cytotoxic | hit rate 2% among 360,000;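 note: potency is the fitted concentration of half-maximal effect; 0% = DMSO wells and -100% = cell-free medium wells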
#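 CellTiter-Glo luminescence after 48 h compound exposure at 37 degrees C of IDH1-knockdown HT-1080 cells in 5% FBS RPMI. %Activity scaled between DMSO wells and cell-free media wells, with curves fitted and assigned curve classes.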
# MCF10A rerep = DNA re-replication induction in MCF 10a cells. MCF 10A DNA re-replication, Hoechst nuclear intensity, 48 h. Potency, µM (doses to about 46.1 µM), inactives show at the top dose activity, positive = re-replication, most hits filed as activators. hit rate 2.9% among 350,000. AID 624296; note: potency is the fitted concentration of half-maximal effect; % of control where 0% means no effect; nearly all actives have a fitted effect of over 50% in size
# KB-V1 cytotox = kills drug-selected multidrug resistant KB-V1 cells; hit rate 3.4% among 400,000; AID 1347076; KB-V1 MDR cells viability, CellTiter-Glo, 72 h; Potency, µM (doses to about 46.1 µM), for inactives: at the top dose activity change, negative = cytotoxicity, most hits filed as cytotoxic; note: potency is the fitted concentration of half-maximal effect; % is set by controls: 0 for no effect and ±100 for the full control effect; nearly all actives have a fitted effect of over 60% in size
#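 KB-V1, DMEM (no phenol red) + 10% FBS; cpd pin-transferred, titration series; 72 h, 37 degrees C; CellTiter-Glo, luminescence. Data normalized, curve-fit.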
# ATXN viability = reduces viability in counter-screen for ATXN expression inhibitors; S2 cells (HEK-293 line with an ATXN2-luciferase reporter) viability, CellTiter-Fluor protease fluorescence, 24 h; Potency, µM (highest dose often 56.7 µM), most hits filed as cytotoxic; hit rate 0.49% among 400,000; AID 651635; note: potency is the fitted concentration of half-maximal effect; nearly all actives have a fitted effect of over 40% in size
# ATXN2 expr inh = inhibitors of ATXN2 expression; HEK-293 ATXN2-luciferase reporter, luminescence, 24 h; Potency, µM (titrated, usually from 57 µM), without a hit: at the top dose activity change, negative = inhibition, most hits filed as inhibitors; hit rate 0.72% among 360,000; note: potency is the fitted concentration of half-maximal effect; % is set by controls: 0 for no effect and ±100 for the full control effect; nearly all actives have a fitted effect of over 55% in size
#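 qHTS (up to 57 uM final) was run with 24 h compound exposure of reporter cells at 37 °C. Each well was multiplexed: SteadyGlo luminescence measured ATXN2-luciferase expression after a fluorogenic Gly-Phe-AFC viability readout (25 uM final).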
# HT1080NT lethal = kills 2HG-producing HT-1080-NT fibrosarcoma cells; hit rate 1.6% among 360,000; AID 686970; HT-1080-NT fibrosarcoma viability, CellTiter-Glo ATP luminescence, 48 h; Potency, µM (titrated, usually from 46.1 µM), inactives show at the top dose activity, negative = less viability, hits mostly cytotoxic;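 note: NT is the 2HG producing partner of a matched IDH1 knockdown line; potency is the fitted concentration of half-maximal effect; 0% = DMSO-treated cells and -100% = media-only wells without cells; nearly all actives have a fitted effect of over 55% in size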
#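 Luminescent CellTiter-Glo readout after 48 hours of compound exposure at 37 degrees C defined viability of HT-1080-NT cells. Activity was normalized to DMSO wells and cell-free media wells; concentration-response curves were fitted and assigned curve classes.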
# KB-3-1 cytotox = KB-3-1 parental cell cytotoxicity | KB-3-1 viability, CellTiter-Glo ATP luminescence, 72 h | Potency, µM (top dose mostly 46.1 µM), inactives show at the highest dose activity change, negative = cytotoxic, usual class: cytotoxic | hit rate 1.4% among 400,000; note: potency is the fitted concentration of half-maximal effect; % is set by controls: 0 for no effect and ±100 for the full control effect; nearly all actives have a fitted effect of over 60% in size
#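 Screening of KB-3-1 cells (DMEM, 10% FBS, phenol-red free) ran from lowest to highest compound concentration; after 72 h at 37 °C viability was read luminescently and curves fitted.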
# SW480 rereplic = induces DNA re-replication in SW480 colon adenocarcinoma cells | Potency, µM (highest dose often 46.1 µM), without a hit: at the highest dose re-replication activation, hits mostly activators | hit rate 1.8% among 340,000 | SW480 DNA re-replication, Hoechst DNA content imaging, 48 h; note: potency is the fitted concentration of half-maximal effect; % of control where 0% means no effect; nearly all actives have a fitted effect of over 55% in size
#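 Cells (250 per well) received 23 nL compound or DMSO by pin tool and were kept 48 hr at 37 C, 5% CO2. Nuclei were then stained with Hoechst for 40 min and scanned for DNA content.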
# * hit, by the source's call; i = inactive; ? = inconclusive; · = not tested or not shown; [ ] = dose if it differs, or a comment. Unless noted, calls come from the whole dose curve; as a rule, active = well fitted curve in the direction sought with a large enough effect; inconclusive = small, poorly fitted or top-dose-only effect, or another doubt; inactive = no such curve, though single readings can be large; an effect the other way counts as inactive or inconclusive.
# Every second line gives: IL-1B inflam inh	HT1080 IDH1KD tx	MCF10A rerep	KB-V1 cytotox	ATXN viability	ATXN2 expr inh	HT1080NT lethal	KB-3-1 cytotox	SW480 rereplic
CC(NC(=O)c1ccc(N2CCCC2)c([N+](=O)[O-])c1)c1ccc(S(N)(=O)=O)cc1 (configuration not stated)
 : -17.7	-0.2%	0.2%	?	i	-3.7%	-2.6%	11.2%	-5.8%
CC1Cc2nc(SCC(=O)Nc3ccc4c(c3)OCO4)n(CCc3ccccc3)c(=O)c2S1 (configuration not stated)
 : ?	-0.7%	0.7%	8.6%	i	1.9%	-9.1%	-10.1%	15.7%
COc1nc(C)ccc1-c1noc(-c2ccncc2)n1
 : -3.3	16.8%	-13.3%	-1.5%	i	55.2%[activator]	8.5%	13.0%	-7.1%
O=C(CC12CC3CC(CC(C3)C1)C2)NC(=S)NCc1ccco1
 : 102.0	-23.0%	2.4%	-10.4%	?	-0.9%	?	?	-18.9%
CCN1CCN(C(=O)CS(=O)(=O)Cc2nc(-c3ccccc3C)oc2C)CC1
 : -8.4	-3.1%	13.7%	?	i	-15.3%	-21.8%	3.8%	-1.7%
Cc1sc2ncnc(N3CCC(C(=O)NNC(=O)c4ccccc4Cl)CC3)c2c1C
 : -14.0	-2.2%	?	·	?	-3.3%	5.4%	·	0.0%
N#CC1(NC(=O)COC(=O)c2ccc(-c3ccc(O)cc3)cc2)CCCCC1
 : 0.4	1.8%	-2.6%	13.8%	i	5.8%	5.2%	8.9%	-3.6%
O=C(O)Cn1cc(/C=C/[N+](=O)[O-])c2ccccc21
 : -11.4	1.2%	1.1%	?	?	-27.2%	-1.0%	0.3%	1.2%
Cc1ccnc(N2C(=O)c3ccccc3C2Nc2ccccc2Cl)c1 (configuration not stated)
 : 0.0	1.5%	27.4%	-10.7%	i	-1.5%	-2.4%	-7.3%	-18.1%
COC(C(=O)Nc1ccc(S(=O)(=O)Nc2ccc(C)c(C)c2)cc1)c1ccccc1 (configuration not stated)
 : -2.0	-0.6%	?	20.6µM*	i	-0.1%	-7.8%	?	12.4%
CCc1ccc2n(-c3ccc(OC)cc3)c([S-])c(C(=O)Nc3cc(C)cc(C)c3)[n+]2c1
 : -4.0	4.7%	?	-12.3%	i	-13.0%	15.4%	-0.5%	23.9%
O=C(Nc1cccnc1Cl)c1cccnc1Cl
 : -9.0	18.6%	-4.8%	12.8%	i	3.9%	15.4%	7.7%	1.8%
CC(=O)C1=C(O)C(=O)N(c2ccc(S(=O)(=O)Nc3nccs3)cc2)C1c1ccc([N+](=O)[O-])cc1 (configuration not stated)
 : -3.9	6.1%	-16.6%	28.7%	i	3.4%	3.2%	17.8%	-0.6%
Cc1ccc(-c2csc3nc[nH]c(=O)c23)c(C)c1
 : -24.0	-3.1%	3.3%	-0.9%	i	-8.1%	-0.2%	-9.7%	-1.1%
COc1ccccc1OCCSc1nc2ccccc2n1CCO
 : 24.7	11.0%	-10.9%	-0.8%	i	5.4%[11.3 µM]	3.8%	-9.0%	-11.3%

# Taken from above:
# For IL-1B inflam inh, COc1ccccc1OCCSc1nc2ccccc2n1CCO is entered as 24.7
# For HT1080 IDH1KD tx, CC(NC(=O)c1ccc(N2CCCC2)c([N+](=O)[O-])c1)c1ccc(S(N)(=O)=O)cc1 (configuration not stated) is entered as -0.2%

# (further entries)
# Every second line gives: IL-1B inflam inh	HT1080 IDH1KD tx	MCF10A rerep	KB-V1 cytotox	ATXN viability	ATXN2 expr inh	HT1080NT lethal	KB-3-1 cytotox	SW480 rereplic
CCOC(=O)C(c1ccccc1)N1CCN(c2ccc(OC)cc2)CC1 (configuration not stated)
 : 10.9	11.8%	14.0%	-13.7%	i	4.8%	19.1%	10.4%	2.0%
C=CCNc1nc(Cl)nc(NC2CCCCC2)n1
 : 4.0	-19.5%	10.0%	?	i	32.2%	-27.6%	-6.5%	-2.8%
CC(C)N(Cc1nc(-c2ccc(Cl)cc2)no1)C(=O)C(c1ccccc1)c1ccccc1
 : -11.4	-23.6%	13.0%	?	i	-22.3%	-18.0%	?	23.7%
C[C@@H]1CC=C[C@H]2[C@H]1C(=O)N(Cc1ccccc1)[C@H]2c1ccc(-c2cc3ccccc3s2)cc1F
 : 28.5	6.9%	?	-0.4%	i	45.0%[activator]	3.8%	-15.3%	29.5%
COC(=O)c1c(C)nc(C)c(C(=O)OC)c1-c1ccsc1
 : 12.9	7.7%	1.5%	1.7%	i	·	10.4%	1.5%	9.1%
CCN(CC)CCNC(=O)c1ccc(NC(=O)c2c(F)cccc2Cl)cc1
 : -73.3*	-6.8%	1.2%	-6.2%	i	-2.9%	-12.1%	-7.6%	3.8%
Cc1ccc(-n2nnnc2SCC(=O)c2c(N)n(C3CC3)c(=O)[nH]c2=O)cc1
 : 19.7	8.3%	1.4%	9.4%	i	·	5.1%	3.7%	-3.1%
Cc1cccc(C)c1NC(=O)C1(C)CSCC(=O)N1CC(F)(F)F (configuration not stated)
 : 12.3	16.5%	·	-22.7%	·	·	2.1%	5.3%	·
COCCNC(=O)c1sc2ncn(CC(=O)N3CCCCC3)c(=O)c2c1C
 : 12.2	5.9%	?	16.3%	i	-4.3%	0.3%	9.1%	?
CCc1ccc(CN(Cc2ccco2)C(=O)c2cc(-c3ccc(Cl)cc3)on2)cc1
 : ·	·	·	-4.7%	i	7.6%	·	1.1%	·
COc1ccc(/C=C/C(=O)OCC(=O)NCc2ccccc2Cl)cc1OC
 : 10.5	15.3%	2.1%	-9.9%	?	-3.4%	10.4%	8.2%	-1.3%
CC(=O)C(C)Oc1ccc2c3c(c(=O)oc2c1)CCCC3 (configuration not stated)
 : 9.0	14.0%	0.4%	0.0%	i	-5.8%	13.3%	-1.5%	-0.2%
Cc1noc(C)c1C(=O)OC(C(=O)NC1CCCC1)c1ccc(F)cc1 (configuration not stated)
 : 1.7	-3.5%	27.6%	-20.2%	i	12.3%	21.1%	9.6%	-9.7%
CN(c1ccccc1)S(=O)(=O)c1cccc(C(=O)OCC(=O)NCc2ccccc2)c1
 : 21.0	19.0%	13.1%	-13.2%	?	7.0%	10.2%	10.7%	-0.6%
CCOC(=O)C1=C(O)/C(=C\c2cccs2)N=C1C
 : -12.5	8.5%	-5.5%	0.2%	?	11.0%	0.9%	0.6%	-2.5%
CCOc1ccc(C2/C(=C(\O)c3ccc4c(c3)OCCO4)C(=O)C(=O)N2CCN2CCOCC2)cc1OCC (configuration not stated)
 : -14.8	4.5%	-0.1%	?	i	8.9%	-3.6%	22.3%	?
CCCN1C(=O)C(O)(CC(=O)c2ccc3c(c2)OCCO3)c2ccccc21 (configuration not stated)
 : -0.6	2.1%	-2.6%	-2.4%	i	1.0%	3.2%	22.0%	1.1%
COc1cccc(N2CCN(c3ccc(N4C(=O)CCC4=O)cc3[N+](=O)[O-])CC2)c1
 : -6.0	7.6%	-0.9%	0.4%	i	4.0%	4.3%	-7.5%	2.6%
CC[N+]1(CC(O)COC2CC(C)CC(C)(C)C2)CCOCC1 (configuration not stated)
 : -9.4	0.4%	-3.2%	-3.5%	i	-1.1%	0.0%	-5.7%	1.7%
COc1cccc(/C=N/n2cnc3ccccc32)c1OC
 : -15.0	2.3%	11.8%	-8.0%	i	84.4%[activator]	15.1%	-0.1%	-3.5%
COc1ccccc1C(=O)NC1CCN(C(=O)Nc2ccc(C)cc2)CC1
 : 4.2	-8.5%	1.4%	?	i	3.2%	-0.2%	-15.8%	-4.1%
O=C(COC(=O)c1cc2ccccc2oc1=O)Nc1cccc(S(=O)(=O)N2CCCCCC2)c1
 : 2.2	1.8%	0.5%	12.8%	i	0.3%	2.3%	-5.4%	-9.7%
CC1CCc2nn(CC(=O)N3CCCCCC3)cc2C1 (configuration not stated)
 : -3.2	16.0%	-0.2%	-0.9%	i	3.8%	13.9%	-8.0%	2.9%
O=C1CSC(c2cccnc2)N1c1cccc(Cl)c1 (configuration not stated)
 : 6.7	0.4%	-48.1%[inhibitor]	-5.1%	i	-20.0%	2.8%	13.0%	-23.0%
COc1cc(OC)cc(-n2c(=O)c3ccccc3n(CC(=O)NCCc3ccc(OC)c(OC)c3)c2=O)c1
 : ·	·	·	?	?	-1.6%	·	10.5%	·
O=C(NCc1cc2ccccc2[nH]1)c1ccccc1F
 : -63.7*	0.6%	-7.1%	0.0%	i	3.1%	-8.6%	-8.2%	3.8%
Cc1ccc(NC(=O)C2=C(O)c3sccc3N(C)S2(=O)=O)cc1
 : -17.3	0.1%	-0.9%	13.5%	i	13.2%	2.5%	14.0%	1.2%
O=C(NCC(=O)N(CC1CCCO1)C(C(=O)NC1CCCCC1)c1ccccc1)c1ccco1 (configuration not stated)
 : 5.8	6.5%	-1.3%	-0.7%	i	·	18.4%	-0.5%	-95.0%[inhibitor]
Cc1cccc(NC(=O)c2c(C)cc(=O)oc2C)n1
 : 28.3	8.4%	5.3%	5.7%	i	-0.7%	2.6%	-3.9%	-2.9%
COc1ccc(Cl)cc1NS(=O)(=O)c1cccc(C(=O)NCC(c2ccco2)N2CCCC2)c1 (configuration not stated)
 : -18.7	-14.6%	26.4%	?	i	-10.3%	-2.7%	3.3%	6.6%
COc1ccc(-n2c(C)cc(C(=O)Cn3nnc4ccccc4c3=O)c2C)cc1
 : 0.0	?	19.2%	0.0%	i	12.2%	?	-13.2%	4.3%
CCN1CCN(c2nc(-c3ccc(F)cc3)cc(=O)[nH]2)CC1
 : -6.5	0.5%	-0.7%	-16.2%	i	-5.6%	-1.4%	-5.4%	4.7%
CC1(CCc2ccccc2)NC(=O)NC1=O (configuration not stated)
 : 5.5	4.5%	13.5%	·	i	-6.6%	0.0%	·	-5.3%
CS(=O)(=O)c1ccc(Cl)c(C(=O)NCC2CCCCC2)c1
 : -1.1	4.3%	-2.2%	7.0%	i	·	6.4%	1.2%	12.6%

# Assay outcomes (PubChem)
